NPY Y1 blocker: NPY-Y1 receptor antagonists, primary screen, cell-based; Neuropeptide Y receptor type 1 (Homo sapiens), P25929; HEK293-CNG Y1 cells, membrane potential fluorescence; NPY at EC95, then isoproterenol; inhibition, % at 3.6 µM; hit rate 1% among 200,000; AID 1040, 2008;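 active means inhibition above the campaign mean inhibition of all tested compounds plus 3 SD, cut at about 20% in these data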;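 further: 0% = DMSO wells given NPY plus isoproterenol and 100% = isoproterenol alone without NPY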
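Material: Y1- and CNG-channel-expressing HEK293 cells / Probe or stimulus: NPY 25 nM then isoproterenol 1 µM plus Ro 20-1724 25 µM / Doses: 3.6 µM single dose, DMSO 0.4% / Schedule: compound incubation 1 h at room temperature, readout 45 min post-stimulation / Signal: membrane potential fluorescence / Benchmarks: isoproterenol-only wells as full block versus NPY-plus-isoproterenol wells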
NPY2 pot ag: NPY-Y2 potentiators or agonists, primary screen, cell-based. Neuropeptide Y receptor type 2 (Homo sapiens), P49146. cells expressing NPY-Y2, potentiator/agonist read-out. activation, % at 3.6 µM. hit rate 0.45% among 220,000; in the data active means activation above about 27%;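 further: cells stimulated with NPY near EC25 plus isoproterenol at EC100; 0% = vehicle plus submaximal agonist and 100% = vehicle plus saturating agonist; some results beyond the cut were filed as inactive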
S1P4 antag: S1P4 receptor antagonists, primary screen, cell-based; inhibition, % at 4.98 µM; AID 1510, 2009; hit rate 0.26% among 220,000; S1P4-expressing cells, antagonist mode, reporter read-out; Sphingosine 1-phosphate receptor 4 (Homo sapiens), O95977; in the data active means inhibition above about 29%;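 further: 0% = wells stimulated with agonist and 100% = vehicle wells without agonist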
Target sequence (O95977 whole entry, looked up): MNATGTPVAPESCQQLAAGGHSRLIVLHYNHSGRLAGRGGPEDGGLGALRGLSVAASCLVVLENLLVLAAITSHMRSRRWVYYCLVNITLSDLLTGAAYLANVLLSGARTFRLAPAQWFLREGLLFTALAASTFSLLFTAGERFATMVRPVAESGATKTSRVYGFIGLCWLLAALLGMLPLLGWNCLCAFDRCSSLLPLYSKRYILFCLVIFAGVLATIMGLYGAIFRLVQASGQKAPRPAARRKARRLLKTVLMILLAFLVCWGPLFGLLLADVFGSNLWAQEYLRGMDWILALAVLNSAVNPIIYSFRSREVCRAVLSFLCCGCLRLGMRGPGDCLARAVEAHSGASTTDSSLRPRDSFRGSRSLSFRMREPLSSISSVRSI
EP2 mod: EP2 receptor modulators, cAMP readout, primary screen, cell-based, HTRF cAMP, PGE2 stimulation | EP2-expressing cells, cAMP HTRF FRET, PGE2 co-stimulation | AID 940, 2007 | hit rate 0.83% among 260,000 | Prostaglandin E2 receptor EP2 subtype (Homo sapiens), P43116 | induction, % at 25 µM;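 active means compounds whose cAMP rise, as percent of the full-agonist control response, exceeds 60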;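 further: rat C6 glioma line stably carrying human EP2 under a CMV promoter; the protocol text gives 20 µM as final concentration; 100% = response of wells given 1 µM PGE2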
Target sequence (P43116 whole entry, looked up): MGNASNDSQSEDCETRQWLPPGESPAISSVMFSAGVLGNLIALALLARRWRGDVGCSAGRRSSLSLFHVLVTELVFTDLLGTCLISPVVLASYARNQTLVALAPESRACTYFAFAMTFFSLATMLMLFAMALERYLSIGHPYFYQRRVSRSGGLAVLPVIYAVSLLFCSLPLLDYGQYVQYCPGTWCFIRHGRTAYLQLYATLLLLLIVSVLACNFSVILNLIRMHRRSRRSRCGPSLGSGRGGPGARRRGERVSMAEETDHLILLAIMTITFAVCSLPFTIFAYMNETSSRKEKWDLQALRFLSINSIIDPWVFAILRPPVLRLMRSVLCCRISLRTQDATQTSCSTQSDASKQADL
NPY-Y1 PAM-ag: NPY-Y1 receptor potentiators or agonists, primary screen, cell-based. NPY-Y1 expressing cells, potentiator/agonist activation. activation, % at 3.6 µM. hit rate 0.37% among 220,000; in the data active means activation above about 33%, passing the limit was not always enough;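 further: cells stimulated with NPY at EC10 then isoproterenol at EC100; 0% = low agonist plus stimulus and 100% = saturating agonist plus stimulus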
S1P4 ag: S1P4 receptor agonists, primary screen, cell-based. Sphingosine 1-phosphate receptor 4 (Homo sapiens), O95977. S1P4-expressing cell line, agonist reporter assay. activation, % at 4.98 µM. hit rate 0.35% among 220,000. AID 1509, 2009; in the data active means activation above about 11%;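 further: 0% = DMSO vehicle and 100% = reference agonist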
PGE2 EP2 inh: human EP2 receptor antagonists, primary screen, TR-FRET cAMP, C6 glioma cells; inhibition, % at 25 µM; hit rate 0.52% among 260,000; C6 glioma cells expressing human EP2; cells stimulated with saturating PGE2;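 active means percent inhibition above 40 after rounding to a whole number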;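 further: rat C6 glioma host cells with rolipram phosphodiesterase inhibitor present; the protocol text gives 20 µM as final concentration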
eIF4E-4G inh: eIF4E–eIF4G protein interaction inhibitors, primary screen, biochemical, uHTS, TR-FRET, eIF4GI fragment; hit rate 0.37% among 220,000; inhibition, % at 21.7 µM; AID 782, 2007; Eukaryotic translation initiation factor 4E (Mus musculus) + Eukaryotic translation …; TR-FRET eIF4E-eIF4GI(517-606) binding, 2 h;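 active means inhibition above about 30%, limit read from the data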;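 further: 0% = full FRET control wells and 100% = background wells lacking eIF4GI fragment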
p97 ATPase inh: inhibitors of human p97 ATPase, primary screen, biochemical; Transitional endoplasmic reticulum ATPase (Homo sapiens), P55072; recombinant p97 ATPase, Kinase-Glo ATP luminescence, 3 h; inhibition, % at 8 µM; hit rate 0.42% among 220,000; in the data active means inhibition above about 15%;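 further: 0% = DMSO vehicle and 100% = wells lacking enzyme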
Active calls of the source: *; nt = not tested or not shown; [ ] = dose if it differs, or a comment.

cpd	compound	p97 ATPase inh	S1P4 ag	NPY2 pot ag	S1P4 antag	NPY Y1 blocker	eIF4E-4G inh	EP2 mod	NPY-Y1 PAM-ag	PGE2 EP2 inh
1	CSc1nnc(C)c(=O)n1COC(=O)COc1ccccc1F	0	1.2	10	-10	5	0	29	11	10
2	Cc1cc(C(=O)N/N=C/c2cc(Br)cc(Br)c2OC(=O)c2ccccc2)n[nH]1	9	0.4	-5	-22	-3	18	-7	7	5
3	Cc1ccc(CS(=O)(=O)c2ccc(C(=O)N3CCN(c4ccccn4)CC3)cc2[N+](=O)[O-])cc1	5	4.2	8	1	20*	0	-57	-9	8
4	C=CCO/N=C/C1=C(O)C(C(=O)OC)C(C)(C)CC1=O (configuration not stated)	2	0.4	7	-4	4	2	22	8	6
5	CCNC(=S)NS(=O)(=O)c1ccc(C)cc1	8	-1.5	8	-19	-1	-6	14	9	4
6	C=CCn1c(SCC(=O)Nc2ncc(Cc3cc(C(F)(F)F)ccc3Cl)s2)nnc1-c1ccncc1	-6	2.6	-11	-17	3	-41	24	-24	nt
7	O=C(COC(=O)c1cc(-c2ccccc2)nc2ccccc12)NCC1CCCO1 (configuration not stated)	-5	0.3	-10	-26	9	1	-47	-15	6
8	Cc1ccc(C(=O)NC(=S)Nc2ccc3c(c2)OCCO3)c(C)c1	-12	-0.2	-23	-5	22*	14	-13	-17	14
9	CC1CCc2c(nc3ncnn3c2N2CCN(c3ccccc3)CC2)C1 (configuration not stated)	0	-2.9	3	-5	10	0	13	-26	8
10	O=C(CS(=O)CC(=O)Nc1cccc2c1CCCC2)Nc1ccc(F)cc1 (configuration not stated)	1	1.1	5	-7	3	-8	5	10	11
11	CCN(CC)CC(=O)Nc1ccc(Oc2ccc(NC(=O)CN(CC)CC)cc2)cc1	1	-1.9	-8	1	7	-3	-9	3	5
12	Cc1nc2cc(NC(=O)Nc3cccc4ccccc34)ccc2n1C	-1	0.4	8	-7	12	-1	-14	-12	5
13	CC(=O)Nc1ccc(S(=O)(=O)NCc2ccc3c(c2)cc(C)n3C)cc1	17*	-0.6	4	-11	-4	-2	-18	-6	15
14	COc1ccccc1-c1nc(-c2ccccc2)[nH]c(=O)c1C#N	3	1.5	1	-17	-1	3	14	13	16
15	CN(C)S(=O)(=O)c1cccc(NC(=O)COC(=O)CCC(=O)c2ccc(F)cc2)c1	0	1.4	8	-23	6	-6	2	-30	8
16	Cc1cc(C(=O)N/N=C/c2cc(N=Nc3ccccc3)ccc2O)n[nH]1	-2	0.7	2	-10	-8	-9	5	16	5
17	CC1=CC(C)(C)Nc2ccc(OC(=O)C(C)N3C(=O)c4ccccc4C3=O)cc21 (configuration not stated)	0	-1.8	-7	-8	2	nt	-33	8	11
18	COC(=O)c1nn(-c2ccc(OC)cc2)c(=O)c2c(N)sc(C)c12	7	0.7	0	-21	1	23[fluorescence artefact?]	3	-3	6
19	O=c1[nH]c(Cc2ccccc2)nc2c1oc1ccccc12	5	0.7	-6	-15	-2	2	12	-10	2
20	Cc1ccccc1CN1CCN(CC2CC3C=CC2C3)CC1 (configuration not stated)	-2	-3.4	-17	6	6	-6	-1	-19	24
21	COc1cc(NC(=O)c2cccs2)c(OC)cc1NC(=O)CCC(=O)Nc1cccc2ncccc12	6	-0.5	17	-25	-2	-4	-17	20	8
22	COCCNc1nnc(SC(C)C(=O)Nc2ccc(-c3nc4ccc(C)cc4s3)cc2)s1 (configuration not stated)	1	-0.8	11	-12	-2	-1	-8	5	10
23	CCC(=O)NNc1ncnc2c1cnn2C	6	1.1	-6	-5	0	2	-6	8	3
24	Cn1cccc1C(=O)OCC(=O)N1CC(=O)Nc2ccccc21	6	0.8	0	4	-1	-3	2	11	4
25	O=C(COc1cccnc1[N+](=O)[O-])NCc1ccco1	5	1.2	-10	1	-5	6	31	7	3
26	O=C1N=C(N2CCOCC2)S/C1=C\c1ccc(OS(=O)(=O)c2ccccc2)cc1	-1	0.8	2	-15	2	2	-71	19	9
27	COc1ccc(C(=O)Nc2ccc(OCC(F)(F)C(F)F)c(C(F)(F)F)c2)cc1OC	-2	-0.2	16	-3	-2	2	-26	11	12
28	CC(=O)NC1C(OCc2ccccc2)OC(COC(C)=O)C(OC(C)=O)C1OC(C)=O (configuration not stated)	1	1.0	-3	-12	6	0	4	-2	10
29	COc1ccc(-c2nc(-c3ccccc3)[nH]c(=O)c2C#N)cc1	3	1.2	28	-11	-3	5	-3	13	7
30	COCc1[nH]nc2c1C(c1ccnc3ccccc13)C(C#N)=C(N)O2 (configuration not stated)	2	-0.3	3	8	2	1[fluorescence artefact?]	6	6	8

Further results:
cpd	compound	p97 ATPase inh	S1P4 ag	NPY2 pot ag	S1P4 antag	NPY Y1 blocker	eIF4E-4G inh	EP2 mod	NPY-Y1 PAM-ag	PGE2 EP2 inh
31	CCc1cc(C(=O)Nc2cc(S(=O)(=O)N(C)C)ccc2C)sc1C	2	0.5	-8	-7	1	-2	0	-12	4
32	Nc1c(S(=O)(=O)c2ccccc2)c2nc3ccccc3nc2n1Cc1ccco1	4	0.4	4	-33	-5	-6	-8	17	12
33	COc1ccccc1C(=O)NCCNC(=O)c1ccco1	5	-0.1	4	-8	10	-4	17	1	9
34	O=C(O)CSc1ccc2ccccc2n1	3	-1.0	-23	5	20*	8	67*	-29	14
35	Cc1cc(C(=O)N/N=C2\CCCC(C)C2)n[nH]1 (configuration not stated)	4	-1.0	6	9	-2	3	12	-5	9
36	COc1ccc(-c2coc3cc(O)ccc3c2=O)cc1OC	6	-0.4	-9	-8	-1	-5	6	1	5
37	Cc1ccccc1OCCNC(=O)/C=C/c1ccccc1	-2	1.8	2	-31	19	2[fluorescence artefact?]	-97	-8	10
38	COc1cccc(C2=NN(C(=O)c3ccc(C)o3)C(O)(C(F)(F)F)C2)c1 (configuration not stated)	1	0.9	0	15	31*	-3	51	-15	1
39	Cc1ccc(S(=O)(=O)N2CCN(CC(=O)NC3CCCc4ccccc43)CC2)cc1C (configuration not stated)	-8	0.8	-13	6	-1	7	17	-13	8
40	COc1cc(CNC(C)(C)C)cc(Br)c1OCc1cccs1	3	-0.6	9	0	-6	-7	-10	21	7
41	COc1ccc(Cl)cc1N(CC(=O)Nc1ccc2c(c1)OCO2)S(C)(=O)=O	3	-0.1	24	4	-3	4	-21	18	11
42	COc1cc2nc(C3CCC3)n(NC(=O)C3CCC(OC)CC3)c(=O)c2cc1OC (configuration not stated)	2	1.6	1	3	2	-4	33	-11	5
43	Cc1cc(Cl)c(S(=O)(=O)N2CCN(c3ccc(F)cc3)CC2)cc1OCC(=O)NC1CCCCC1	-1	-1.1	23	-7	0	-12	21	-54	3
44	CCOC(=O)N1CCN(Cc2nc(-c3ccc(Cl)cc3)no2)CC1	-4	37*	-31	-4	12	-5	1	-39	16
45	COc1ccc(OC)c(CN2CCCC(CCC(=O)N(C)CCc3ccccn3)C2)c1 (configuration not stated)	-1	-0.5	6	5	11	0	-10	-19	2
46	C[C@H]1CC[C@H]2C(=O)N3[C@H](c4ccccc4Br)[C@@H](C)CC[C@H]3C(=O)N2[C@@H]1c1ccccc1Br	8	0.2	17	14	28*	5	0	-4	nt
47	Cc1ccc(CS(=O)(=O)CCC(=O)NCc2ccccn2)cc1	0	0.0	6	-15	-4	-2	25	22	11
48	COc1ccc(C)cc1NC(=O)C1CCN(S(=O)(=O)c2cccc3cccnc23)CC1	4	-1.4	3	-13	8	0	-57	18	16
49	COc1ccc(N(C)S(=O)(=O)c2cccc(C(=O)Nc3cc(OC)ccc3OC)c2)cc1	2	-0.2	-1	-10	6	-3	-49	-12	6
50	CCc1ccc(N2C(=O)CN(Cc3sccc3C)C2=S)cc1	-2	0.0	-6	-11	-2	-2	0	6	8
51	Cn1c(C(=O)NCCc2ccccc2)cc(=O)n(C)c1=O	-3	-1.1	-8	-15	-6	0	10	-10	6
52	FC(F)(F)c1cccc(N2CCN(c3nnnn3-c3ccccc3)CC2)c1	3	0.2	1	-2	15	5	-8	-10	9
53	Cc1cc(C(=O)OCC(=O)NCc2ccccc2Cl)c(C)o1	-9	-0.7	-8	1	2	-3	5	-17	7
54	Cc1ccccc1NC(=S)NC(=O)c1cncc(Br)c1	11	16*	-4	-11	2	0	-12	-10	8
55	O=C(CN1CCCCC1)Nc1cccc(Cl)c1	-3	1.0	8	4	11	1	-19	-19	1

12 entries out of the list, ordered by molar mass, smallest number first.
cpd	compound	p97 ATPase inh	S1P4 ag	NPY2 pot ag	S1P4 antag	NPY Y1 blocker	eIF4E-4G inh	EP2 mod	NPY-Y1 PAM-ag	PGE2 EP2 inh
34	O=C(O)CSc1ccc2ccccc2n1	3	-1.0	-23	5	20*	8	67*	-29	14
35	Cc1cc(C(=O)N/N=C2\CCCC(C)C2)n[nH]1 (configuration not stated)	4	-1.0	6	9	-2	3	12	-5	9
55	O=C(CN1CCCCC1)Nc1cccc(Cl)c1	-3	1.0	8	4	11	1	-19	-19	1
37	Cc1ccccc1OCCNC(=O)/C=C/c1ccccc1	-2	1.8	2	-31	19	2[fluorescence artefact?]	-97	-8	10
51	Cn1c(C(=O)NCCc2ccccc2)cc(=O)n(C)c1=O	-3	-1.1	-8	-15	-6	0	10	-10	6
33	COc1ccccc1C(=O)NCCNC(=O)c1ccco1	5	-0.1	4	-8	10	-4	17	1	9
36	COc1ccc(-c2coc3cc(O)ccc3c2=O)cc1OC	6	-0.4	-9	-8	-1	-5	6	1	5
47	Cc1ccc(CS(=O)(=O)CCC(=O)NCc2ccccn2)cc1	0	0.0	6	-15	-4	-2	25	22	11
52	FC(F)(F)c1cccc(N2CCN(c3nnnn3-c3ccccc3)CC2)c1	3	0.2	1	-2	15	5	-8	-10	9
32	Nc1c(S(=O)(=O)c2ccccc2)c2nc3ccccc3nc2n1Cc1ccco1	4	0.4	4	-33	-5	-6	-8	17	12
42	COc1cc2nc(C3CCC3)n(NC(=O)C3CCC(OC)CC3)c(=O)c2cc1OC (configuration not stated)	2	1.6	1	3	2	-4	33	-11	5
43	Cc1cc(Cl)c(S(=O)(=O)N2CCN(c3ccc(F)cc3)CC2)cc1OCC(=O)NC1CCCCC1	-1	-1.1	23	-7	0	-12	21	-54	3

Some of the compounds tested (hit frequency here may not be typical).
